High-throughput results as filed in PubChem BioAssay.
MgcRacGAP inhibition: MgcRacGAP GTPase-activating activity inhibitors, confirmation, biochemical, ADP Hunter fluorescence; MgcRacGAP-stimulated Rac1 GTP hydrolysis, ADP Hunter fluorescence; higher % means a stronger effect; GST-tagged Rac1 F28L mutant substrate; Rac GTPase-activating protein 1 (Homo sapiens); hit rate 0.6% among 340,000; inhibition, % at 30 µM, or IC50 in µM where a hit was titrated;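 active means first-screen hits whose inhibition reached a set limit at any dose in the follow-up dose series; inconclusive means inhibition above the set first-screen limit but never retested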;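 further: fluorescence reports GDP produced by GAP-driven GTP hydrolysis; strong numbers were not always called active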
Salmonella PhoP GFP: inhibitors of PhoP regulon expression, primary screen, Salmonella Typhimurium, GFP reporter (AID 1863). S. Typhimurium PhoP-regulated promoter GFP reporter, 4 h; higher % means a stronger effect. inhibition, % at 50 µM; hits with a dose series show IC50 in µM. hit rate 0.16% among 300,000;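 active means inhibition over 29.93%, a cutoff 3 SD above the screen mean, later confirmed by dose response; inconclusive means inhibition over 29.93% but no dose response follow-up; inactive means inhibition at most 29.93% or unconfirmed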;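 further: 0% = low Mg2+ inducing control and 100% = high Mg2+ repressing control; strong numbers were not always called active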
West Nile virus CPE: West Nile virus antiviral activity, cell-based, CPE readout (AID 1621); West Nile virus-infected cells, CPE inhibition; higher % means a stronger effect; one-dose CPE inhibition, % at 10 µM; IC50 in µM for titrated hits; hit rate 0.02% among 290,000; in the data active means a potency from the dose series; inconclusive means CPE inhibition mostly from about 3.7% at the one dose, without a potency; inactive means the rest, 99 in 100 with CPE inhibition below about 2.2%; further: strong numbers were not always called active
WT yeast gro inh: growth inhibition of WT strain, primary screen, mitochondrial fusion inhibitor project, WT and mutant strains, chemical genetic | mitochondrial fusion phenotypic screen | hit rate 2.1% among 190,000 | inhibition, % at 10 µM; in the data active means inhibition above about 58%; tested in S. cerevisiae
T cell HTS: modulators of CD8 T cell-vesicle binding, primary screen, mouse 2C CD8+ T cells, flow cytometry | calls only at 7 µM | AID 2052, 2009 | hit rate 0.068% among 330,000 | 2C CD8+ T cell-vesicle binding; stronger effect = lower value;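 active means response, share of CD8 T cells binding vesicles, and their 90th percentile fluorescence all below set limits, cut at about 80% in these data, passing the limit was not always enough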
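Also added: QL9-peptide-loaded Drosophila micro-vesicles bearing Ld, ICAM-1 and B7-1; Test system: purified 2C TCR transgenic mouse naive CD8+ T cells; Measured by: cytometric PE anti-B7-1 and Alexa647 anti-CD8 signals after 1% paraformaldehyde fixation; Timing: binding step 1.5 h, 37 °C, antibody labelling 20 min, ice.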
RSV CPE inhibition: RSV antiviral activity via CPE protection, HEp-2 cells, primary 10 µM value included (AID 2391); HEp-2 cells, RSV-induced CPE inhibition; higher % means a stronger effect; one-dose CPE inhibition, % at 10 µM; IC50 in µM for titrated hits; hit rate 0.13% among 310,000; in the data active means a potency from the dose series; inconclusive means CPE inhibition mostly from about 23% at the one dose, without a potency; inactive means the rest, 99 in 100 with CPE inhibition below about 21%; further: strong numbers were not always called active
Myeloid diff 2: induction of myeloid progenitor differentiation, primary screen, cell-based, flow cytometry, MLPCN library; hit rate 1% among 360,000; AID 624256, 2012; calls only at 10 µM; ER-HoxA9 myeloid progenitors, lysozyme-GFP differentiation;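 active means normalized GFP-positive differentiation at or above the plate's own cutoff, the solvent-only control mean plus 3 SD; inconclusive means no clear call, values can overlap the other calls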;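 further: cells exposed to compound for four days before flow analysis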
SV40 large T antigen: SV40 large T antigen inhibitors, biochemical (AID 1903). SV40 large T antigen ATPase/helicase inhibition assay; higher % means a stronger effect. one-dose inhibition, % at 20 µM; IC50 in µM for titrated hits. hit rate 0.39% among 310,000; in the data active means a potency from the dose series; inconclusive means inhibition mostly from about 32% at the one dose, without a potency; inactive means the rest, 99 in 100 with inhibition below about 32%; further: strong numbers were not always called active
bCat nuc transl: modulators of beta-catenin nuclear translocation, primary screen, imaging, HeLa cells, immunofluorescence, high-content | nuclear translocation activity, % at 5 µM | hit rate 0.3% among 190,000 | AID 1665, 2009;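 active means nuclear translocation activity above 50% at 5 µM, with a well cell count of 50 or more; inconclusive means wells under 50 cells across six images, flagged as toxic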;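 further: per-cell ratio of nuclear to cytoplasmic median beta-catenin stain intensity; plate controls were DMSO negative control for no effect and GSK-3 inhibitor IX positive control for full effect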
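Test system: human HeLa cells, native beta-catenin. Compound dosing: 5 µM primary single dose, 0.1% DMSO, 0.02–20 µM confirmation series. Incubation: compound exposure 24 h at 37°C. Detection: beta-catenin immunostaining with DAPI counterstain, 20x imaging, 6 fields/well. Read-out basis: Nuclear/cytoplasmic beta-catenin signal ratio, % activation.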
WT yeast gro inh mutant strain: also measured in WT yeast gro inh; calls as there; inhibition, %; mitochondrial fusion phenotypic screen, mutant strain inhibition
bCat nuc transl cell count 5 µM: also measured in bCat nuc transl; calls as there; cell count; measured here: cell count, cytotoxicity flag
T cell HTS vesicle-bound %: further read-out of T cell HTS, marked with its call; double positive events, %; measured here: CD8+ vesicle-bound cell fraction;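 binding gate set so that unloaded-vesicle control wells show 10% double positive cells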
Myeloid diff 2 GFP+ MAC1+ %: further read-out of Myeloid diff 2, marked with its call; GFP+ MAC1+ double positive, %; measured here: differentiation confirmed by MAC1 staining
Active calls of the source: *; i = inactive; ? = inconclusive; · = not tested or not shown; + = active, no number.

Molecule,MgcRacGAP inhibition,Salmonella PhoP GFP,West Nile virus CPE,WT yeast gro inh,WT yeast gro inh mutant strain,T cell HTS,T cell HTS vesicle-bound %,RSV CPE inhibition,Myeloid diff 2,Myeloid diff 2 GFP+ MAC1+ %,SV40 large T antigen,bCat nuc transl,bCat nuc transl cell count 5 µM
CCOC(=O)/C(C#N)=C/C=C1\C=Cc2ccccc2N1CC,6%,-1%,-1.1%,4,-8,i,50,-0.2%,+,14*,4%,0.0,1390
CCc1nc(SCC(=O)NCCc2ccccc2)c2oc3ccccc3c2n1,6%,-3%,-0.6%,6,4,i,24,22%,i,1.0,13%,0.8,1374
Cc1cc(NC(=O)CC2(CC(=O)O)CCCC2)n(C)n1,5%,-6%,0.0%,·,·,i,40,·,i,0.5,13%,-1.7,1319
CCSc1nnc(NC(=O)COc2ccc(Cl)cc2)s1,7%,-1%,-0.7%,-8,8,i,22,1.8%,i,0.4,1%,-2.0,1102
CC[C@@H](C)[C@H](CN[C@H](CNC)C(C)C)NC[C@@H](C)c1ccc(CC(C)C)cc1,8%,25%,-2.4%,·,·,i,10,-4.1%,+,6.5*,27%,·,·
COc1ccc(-c2noc(CSc3nc(-c4ccccc4)cc(=O)[nH]3)n2)cc1,1%,-7%,0.0%,-8,1,i,10,-1.5%,i,5.6,13%,·,·
Cc1cc(C)cc(NC(=O)c2cc3c(=O)n4ccccc4nc3s2)c1,7%,-3%,-0.4%,·,·,i,44,4.9%,i,0.1,8%,·,·
COC(=O)c1ccc(CNC(=O)COC(=O)CCC2CCCC2)cc1,8%,-22%,-0.5%,-3,4,i,35,0.3%,i,0.6,-1%,-1.7,953
Cn1nnnc1SCC(=O)C(C)(C)C,3%,1%,-0.1%,-7,-17,i,30,1.4%,i,0.9,2%,-0.5,816
CC(=O)N1CCN(c2ccc(N)cc2)CC1,16µM*,·,·,·,·,i,26,-0.6%,i,3.8,·,·,·
COc1ccc(NC(=O)COC(=O)c2c(F)cccc2Cl)cc1OC,·,-3%,-0.4%,-8,11,i,8,1.2%,·,·,9%,-2.0,1120
O=C(CSc1nnc(-c2ccccc2Cl)o1)Nc1ccccn1,5%,-6%,-1.6%,0,-3,i,52,0.4%,i,0.5,3%,-0.2,1069
CCCSC1=C(C#N)C2(CCCCC2)C(C#N)=C(N)N1,11%,-7%,-1.1%,7,0,i,16,1.2%,i,0.3,-4%,1.0,894
COc1ccc(NC(=O)N2CCCC2C(=O)Nc2ccccc2)cc1 (stereo unspecified),12%,-8%,0.3%,-4,1,i,52,2.7%,i,1.0,5%,1.2,1268
COc1ccc(/C=C2\SC(=S)N(CC(=O)NCCO)C2=O)cc1,2%,-4%,0.3%,-15,-8,i,27,0.9%,i,0.0,9%,-0.8,1079
Cc1cc(C)n(CCCNC(=O)C(C)(C)Oc2ccc(Cl)cc2)n1,7%,·,·,·,·,i,25,2.2%,i,0.6,·,·,·
CCn1cc(C(=O)N[C@@H](C)C(=O)OC)c(=O)c2cc3c(cc21)OCO3,3%,5%,-0.7%,·,·,i,27,1.1%,i,0.5,4%,·,·
COc1ccc(-c2csc(NC(=O)CN3C(=O)C4CCCCC4C3=O)n2)cc1OC (stereo unspecified),6%,-2%,0.7%,·,·,i,58,9.3%,i,2.4,7%,·,·
OCCN=C1CCCc2c1[nH]c1ccc(Cl)cc21,-7%,-8%,-0.1%,·,·,i,37,-1.2%,i,1.2,6%,4.5,946
CC1CCCN(Cc2c(O)ccc3c2O/C(=C\c2ccco2)C3=O)C1 (stereo unspecified),11%,-2%,-0.8%,-7,-9,i,4,0.2%,i,1.6,36%,-1.4,536

As a working copy, four of the compounds above.
Molecule,MgcRacGAP inhibition,Salmonella PhoP GFP,West Nile virus CPE,WT yeast gro inh,WT yeast gro inh mutant strain,T cell HTS,T cell HTS vesicle-bound %,RSV CPE inhibition,Myeloid diff 2,Myeloid diff 2 GFP+ MAC1+ %,SV40 large T antigen,bCat nuc transl,bCat nuc transl cell count 5 µM
Cc1cc(C)n(CCCNC(=O)C(C)(C)Oc2ccc(Cl)cc2)n1,7%,·,·,·,·,i,25,2.2%,i,0.6,·,·,·
CCn1cc(C(=O)N[C@@H](C)C(=O)OC)c(=O)c2cc3c(cc21)OCO3,3%,5%,-0.7%,·,·,i,27,1.1%,i,0.5,4%,·,·
COc1ccc(-c2csc(NC(=O)CN3C(=O)C4CCCCC4C3=O)n2)cc1OC (stereo unspecified),6%,-2%,0.7%,·,·,i,58,9.3%,i,2.4,7%,·,·
OCCN=C1CCCc2c1[nH]c1ccc(Cl)cc21,-7%,-8%,-0.1%,·,·,i,37,-1.2%,i,1.2,6%,4.5,946

Later entries
Molecule,MgcRacGAP inhibition,Salmonella PhoP GFP,West Nile virus CPE,WT yeast gro inh,WT yeast gro inh mutant strain,T cell HTS,T cell HTS vesicle-bound %,RSV CPE inhibition,Myeloid diff 2,Myeloid diff 2 GFP+ MAC1+ %,SV40 large T antigen,bCat nuc transl,bCat nuc transl cell count 5 µM
COc1ccc(Nc2nc(N)nc(CSC(=S)N3CCN(c4ccccc4)CC3)n2)cc1,11%,0%,0.2%,29,22,i,50,?,i,1.7,?,-1.0,1097
Cc1ccc(S(=O)(=O)N2CCC3(CC2)CC(=O)c2ccccc2O3)cc1,2%,-7%,·,·,·,i,44,1.9%,i,0.5,6%,·,·
Cc1ccc(S(=O)(=O)Nc2ccsc2C#N)cc1,4%,-8%,0.4%,·,·,i,48,1.0%,i,0.4,10%,·,·
NC(=O)c1ccccc1NC(=O)Nc1cccc(Cl)c1Cl,3%,25%,0.0%,9,-5,i,60,1.0%,?,·,-2%,-3.6,576
CC(C)COc1ccc(C(=O)CCN2CCCCC2)cc1,15%,-7%,0.1%,10,43,i,37,-2.4%,·,·,4%,4.3,883
COc1cccc(N2[C@@H](CC(=O)O)c3cc(C(F)(F)F)ccc3S2(=O)=O)c1,15%,-12%,0.0%,·,·,i,12,2.5%,i,2.6,25%,·,·
Cn1c(-c2ccc(F)cc2)cnc1NCc1cccc([N+](=O)[O-])c1,?,7%,-1.0%,·,·,i,45,2.5%,i,0.6,15%,·,·
CCN1CC(CN(C)Cc2nc(COc3ccccc3)no2)CC1=O (stereo unspecified),6%,-6%,-0.8%,1,9,i,62,0.7%,i,0.2,13%,-0.5,1013
Cc1nc2ccc(S(=O)(=O)Nc3cc(-c4nc5cccnc5s4)ccc3C)cc2s1,9%,4%,1.6%,48,28,i,27,17%,i,2.6,-5%,3.8,480
CCOC(=O)C(C)(C)Oc1ccc(Cl)cc1,-9%,4%,·,·,·,i,57,1.1%,i,5.5,15%,·,·
Cc1ccc2nc(C)c(C(=O)N/N=C/c3ccccc3[N+](=O)[O-])cc2c1,9%,-13%,-0.4%,-16,-14,i,41,2.5%,i,0.7,10%,·,·
Cc1cc(N2C(=O)C(O)=C(C(=O)c3ccco3)C2c2cccc(Oc3ccccc3)c2)no1 (stereo unspecified),13%,-3%,0.1%,·,·,i,11,15%,i,4.5,3%,·,·
N#Cc1cc([N+](=O)[O-])ccc1Oc1cccc(/C=N/NC(=O)c2ccc(Cl)cc2)c1,7%,-8%,1.6%,-3,2,i,32,2.8%,i,0.6,12%,-3.4,1213
COc1cccc(OCc2cc(C(=O)NC3CCOCC3)no2)c1,3%,-3%,1.1%,·,·,i,10,5.6%,+,14*,16%,·,·
Cc1ccccc1Cn1c(CN2CCc3ccccc3C2)nc2c1c(=O)n(C)c(=O)n2C,7%,-1%,-0.3%,0,6,i,37,0.8%,i,0.8,15%,1.6,1154
Cc1cccc(N2CCN(C(=O)c3cc(=O)[nH]c4ccccc34)CC2)c1C,0%,5%,-0.5%,-12,-1,i,20,1.9%,i,0.7,8%,-0.3,1129
O=C(Cn1nnc2ccccc2c1=O)NCCc1ccc(F)cc1,·,0%,-0.4%,3,-16,i,54,1.7%,·,·,7%,1.1,953
CN1CCN(CCC(=O)N/N=C/c2ccccn2)CC1,18%,4%,0.5%,·,·,i,55,-0.1%,i,1.2,14%,·,·
O=C(CCCCCn1c(SCC(=O)c2ccccc2)nc2ccccc2c1=O)NCc1ccco1,1%,1%,2.0%,10,15,i,26,4.7%,i,0.1,10%,-2.5,993
Cn1c(N)c(C(=O)COC(=O)c2ccc(OC(F)F)cc2)c(=O)n(C)c1=O,7%,·,·,·,·,i,16,0.6%,i,1.7,·,·,·
CC(=O)NNc1cc(N2CCOCC2)nc(N2CCOCC2)n1,2%,-1%,-0.1%,-17,8,i,21,0.5%,i,2.5,21%,-3.5,1058
COc1ccccc1-n1nnnc1SCc1cc2c(cc1Br)OCO2,7%,2%,-0.1%,14,-12,i,17,3.0%,i,1.2,0%,·,·
Cc1cc(OCC(=O)N2CCN(c3ncccn3)CC2)ccc1Cl,8%,-4%,-0.7%,·,·,i,5,1.1%,i,0.7,14%,·,·
Cc1cc2ccccn2c1C(=O)c1ccc([N+](=O)[O-])cc1[N+](=O)[O-],6%,3%,-0.8%,·,·,i,33,0.7%,i,2.0,9%,·,·
COc1ccc(OC)c2sc(N(CCCN(C)C)C(=O)c3ccc(S(=O)(=O)N4CCc5ccccc5C4)cc3)nc12,·,-8%,·,·,·,i,59,-3.6%,·,·,12%,·,·
O=C(CS(=O)CC(=O)N(c1ccccc1)C(C(=O)NC1CCCC1)c1cccs1)Nc1ccc(F)cc1 (stereo unspecified),1%,-11%,-0.8%,-2,-2,i,17,-0.6%,i,1.2,7%,-3.0,1078
CCC[N+](CC#Cc1ccccc1)(CCC)CC(=O)OCC,8%,-14%,0.6%,-6,-34,i,31,0.1%,i,0.2,9%,-0.9,990
